RGS4 act = potentiators or activators of RGS4; HEK293 M3R/inducible RGS4, carbachol calcium flux Fluo4; hits give low values; B-score at 10 µM; 310,000 compounds, 0.92% hits;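 active = B-score of the integrated calcium signal more than 4 SD below the library mean, with starting fluorescence not abnormally high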;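 also: negative B-score means reduced calcium response which marks RGS4 activation or potentiation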
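test system = M3R-expressing HEK293 line, RGS4 induced by doxycycline | probe or stimulus = carbachol at ECmax as muscarinic agonist stimulus | timing = dye loading 30 min 37 °C, buffer rest 30 min RT | signal = calcium dye Fluo4 fluorescence | evaluation = B score from integrated fluorescence ratio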
GSK3A inh = inhibitors of human GSK-3 alpha kinase | ADP-Glo luminescence, 60 min | AID 2650 | 320,000 compounds, 0.1% hits | inhibition, % at 10 µM;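 in the data active = inhibition above about 50%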;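 also: GST-tagged GSK-3 alpha with peptide substrate and 25 µM ATP; 0% = DMSO neutral wells and 100% = GW8510 positive control wells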
Dyrk1A ADPGlo = blocks rat Dyrk1A kinase activity; inhibition, % at 12.5 µM; ADP-Glo luminescence, NFATc1 peptide; 310,000 compounds, 0.43% hits; AID 504441; in the data active = inhibition above about 50%;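 also: plate controls were vehicle with enzyme for no effect and no enzyme for full effect; many of its hits are not listed in these tables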
KCNQ1 pot = potentiates or activates the human KCNQ1 potassium channel | P51787 | CHO-K1 KCNQ1, thallium flux FluxOR fluorescence; hits give high values | B-score at 10 µM | 310,000 compounds, 0.35% hits;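 active = fluorescence ratio B-score, a plate-corrected score, at least three library SD, with initial intensity B-score within 5 SD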
Target sequence (P51787 whole entry, looked up): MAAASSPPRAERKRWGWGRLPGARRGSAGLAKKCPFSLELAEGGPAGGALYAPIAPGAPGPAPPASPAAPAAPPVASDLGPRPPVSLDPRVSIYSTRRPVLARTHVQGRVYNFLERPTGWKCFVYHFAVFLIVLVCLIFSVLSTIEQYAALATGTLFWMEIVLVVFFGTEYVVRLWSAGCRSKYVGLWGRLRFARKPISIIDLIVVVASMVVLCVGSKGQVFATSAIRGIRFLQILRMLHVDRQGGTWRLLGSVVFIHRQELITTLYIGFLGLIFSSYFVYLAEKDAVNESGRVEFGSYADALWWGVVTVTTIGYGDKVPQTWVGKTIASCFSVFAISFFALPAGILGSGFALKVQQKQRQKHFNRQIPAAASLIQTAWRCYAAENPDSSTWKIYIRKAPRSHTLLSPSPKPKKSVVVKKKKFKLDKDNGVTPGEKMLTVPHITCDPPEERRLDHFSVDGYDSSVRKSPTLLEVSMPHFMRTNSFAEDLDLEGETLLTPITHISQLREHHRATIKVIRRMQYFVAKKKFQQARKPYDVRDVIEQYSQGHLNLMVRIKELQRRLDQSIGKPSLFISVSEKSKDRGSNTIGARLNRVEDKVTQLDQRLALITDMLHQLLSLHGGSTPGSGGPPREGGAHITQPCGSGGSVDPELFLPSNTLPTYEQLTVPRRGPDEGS
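System: Stable KCNQ1 CHO-K1 line | Incubation: 90 min dye loading and 20 min compound exposure, both at room temperature | Measure: Ratio B score | Medium: Assay buffer for compound exposure, DMSO matched across wells | Compound dosing: Single-concentration screen | Probe or stimulus: K+/Tl+ depolarizing stimulus | Measured by: Kinetic FluxOR fluorescence, 10 s baseline plus 110 s post-stimulus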
RGS4 block = human RGS4 inhibition. HEK293 M3R/RGS4 inducible, Fluo-4 calcium flux; hits give high values; triggered by carbachol at its EC20. B-score at 10 µM. 310,000 compounds, 0.45% hits. AID 463165. P49798;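 active = B-score, a plate-corrected calcium signal, over three deviations above library mean, with baseline fluorescence within five deviations of library mean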;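 also: RGS4 expression induced by doxycycline in cells with stable M3 receptor; B-score is computed from the integrated fluorescence ratio over baseline after carbachol; higher B-score means a larger calcium signal and so more RGS4 inhibition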
KCNQ1 inh = human KCNQ1 channel inhibition. P51787. CHO-K1 KCNQ1, FluxOR thallium flux fluorescence; hits give high values. B-score at 10 µM. 310,000 compounds, 1.3% hits;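 active = compounds whose thallium flux B-score, printed positive for inhibition, exceeds three library SD while starting fluorescence stays within three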;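 also: channel opened by potassium depolarization with thallium stimulus after 20 min compound exposure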
GSK3beta inhib = blocks human GSK3beta kinase activity | P49841 | GST-GSK3beta kinase, ADP-Glo luminescence, 60 min; hits give low values | 300,000 compounds, 0.038% hits | AID 2097 | activity score (negative = inhibition), % at 10 µM;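 active = more than half of replicate wells score below -50%, meaning over 50% inhibition versus plate controls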;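 also: 0% = median DMSO wells and -100% = median GW8510 positive control wells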
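Test system: GST-tagged human GSK3beta kinase, cell-free; evaluation: activity score scaled between in-plate DMSO and GW8510 controls; measured by: ADP-Glo luminescence; incubation: 60 min reaction, RT; benchmarks: DMSO and 20 µM GW8510; reagent: peptide substrate plus 25 µM ATP (final); medium: Tris/MgCl2 kinase buffer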
KCNK3 inh = human KCNK3 channel inhibition, primary screen; O14649; CHO-KCNK3 thallium flux, FluxOR fluorescence; hits give low values; B-score at 10 µM; 340,000 compounds, 0.84% hits; AID 602410;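 active = B-score under library mean minus 4 SD, starting fluorescence ratio at most library mean plus 5 SD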;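 also: more negative B-score means stronger inhibition of thallium flux through KCNK3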
hERG protect = shields human hERG channel from block by proarrhythmic agents | activation (rescue from dofetilide block), less the hit threshold, % at 10 µM | 310,000 compounds, 0.51% hits | CHO-hERG, FluxOR thallium flux, dofetilide IC70 present | AID 1511 | Q12809;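 active = activation above the mean of controls blocked by dofetilide plus 5 SD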;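 also: thallium influx through hERG after potassium depolarization seen as dye fluorescence rise; in these data hits start at about 4.7%; inactives centre near -7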
KCNK9 block = blocks the human KCNK9 two-pore domain potassium channel; Q9NPC2; HEK293 KCNK9, FluxOR thallium flux fluorescence; hits give low values; B-score at 10 µM; 310,000 compounds, 1.2% hits; AID 488922;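 active = ratio B-score over 3 SD below the library mean, with starting fluorescence within 5 SD of its mean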;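 also: negative B-score means less thallium flux so channel inhibition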
Target sequence (Q9NPC2 whole entry, looked up, the tested form may be a part): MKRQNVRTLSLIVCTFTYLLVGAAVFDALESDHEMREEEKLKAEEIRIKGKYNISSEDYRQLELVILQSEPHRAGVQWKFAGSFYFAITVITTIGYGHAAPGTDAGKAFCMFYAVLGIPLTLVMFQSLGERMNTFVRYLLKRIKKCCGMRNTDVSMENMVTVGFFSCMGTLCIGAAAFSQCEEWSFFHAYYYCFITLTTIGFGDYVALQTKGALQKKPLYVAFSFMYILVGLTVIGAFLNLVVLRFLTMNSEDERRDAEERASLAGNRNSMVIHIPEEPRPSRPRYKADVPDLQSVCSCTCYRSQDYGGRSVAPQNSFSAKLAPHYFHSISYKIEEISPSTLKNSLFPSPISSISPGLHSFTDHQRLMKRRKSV
PolyA inh = inhibitors of polyadenylation in S. cerevisiae; S. cerevisiae SKY197-pL101 polyadenylation reporter, beta-gal luminescence; efflux-impaired pdr1/pdr3 knockout yeast; score 100 = 6 SD above DMSO; 300,000 compounds, 0.02% hits; calls only at 12 µM; AID 1875;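 active = lowest replicate activity score at least 50, where 100 means six control SD above control mean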;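 also: yeast exposed to compound for 9 h at 30 °C; higher score means more reporter readthrough which indicates perturbed polyadenylation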
* hit, by the source's call; i = inactive; x = not tested or not shown; & = joins results of further samples.

Order of results – RGS4 act, GSK3A inh, Dyrk1A ADPGlo, KCNQ1 pot, RGS4 block, KCNQ1 inh, GSK3beta inhib, KCNK3 inh, hERG protect, KCNK9 block, PolyA inh
- COc1ccc(N(CC(=O)NCCSc2ccccc2)S(=O)(=O)c2ccccc2)cc1
 : i, 1, 3, i, i, i, 0, i, -12, i, i
- COc1cc(NC(=O)c2cccc3c2C(=O)N(C2CCCCC2)C3)cc(OC)c1OC
 : i, 0, 10, i, i, i, 3, i, -26, i, i
- Fc1cccc(NC(=S)NC2CCCCCCC2)c1
 : i, x, x, i, i, 8*, 1, i, -7, i, x
- Cc1nc2cc(C(=O)OCC(=O)NC3CCS(=O)(=O)C3)ccc2n1-c1ccccc1 (stereo not drawn)
 : i, -1, 1, i, i, i, 1, i, -11, i, i
- CC1(C)CC(=O)C2=C(C1)N(c1ncn[nH]1)C(N)=C(C#N)C2c1ccccc1 (stereo not drawn)
 : i, 1, 0, i, i, i, 1, i, -7, i, i
- CSc1ncccc1C(=O)NCC12CC3CC(CC(C3)C1)C2
 : i, -3, 2, i, i, i, 2, i, -5, i, i
- Cc1cccc(NC(=O)CCN2CCN(C)CC2)c1
 : i, 1, -5, i, i, i, -3, i, -8, i, i
- O=C(O)C1CSC(c2ccco2)N1 (stereo not drawn)
 : i, 0, 5, i, i, i, 1, i, -6, i, i
- Cc1ccnc(NS(=O)(=O)c2ccc(NC(=O)c3cncc(Br)c3)cc2)n1
 : i, 3, x, i, i, i, -4, i, -7, i, i
- CCC(CC)C(=O)Nc1cccc(C(=O)NCCc2ccccc2)c1
 : i, 0, -2, i, i, i, 4, i, -24, i, i
- COc1cc(CCC(=O)OCC(=O)N(CCC#N)c2ccccc2)cc(OC)c1OC
 : i, -2, -6, i, i, i, 3, i, -4, i, i
- COc1ccccc1NC(=O)Cc1noc(CSc2cc(C)c3ccccc3n2)n1
 : i, -8, 1, i, i, i, 4, -9*, -7, i, i
- CN1CCc2c(sc3nc(SCC(N)=O)n(-c4ccccc4)c(=O)c23)C1
 : i, 2, -5, i, i, i, 2, i, -4, i, i
- Cc1cccc(NC(=O)CSc2ccc(-c3cccs3)nn2)c1C
 : i, -5, x, i, i, i, -1, i, -7, i, i
- O=C(Nc1ccc(Cl)c(Cl)c1)N1CCCCCC1
 : i, 3, x, i, i, i, -4, i, -6, i, i

Shown as labelled records: entries from further up.
COc1ccccc1NC(=O)Cc1noc(CSc2cc(C)c3ccccc3n2)n1
  RGS4 act: i	GSK3A inh: -8	Dyrk1A ADPGlo: 1	KCNQ1 pot: i	RGS4 block: i	KCNQ1 inh: i	GSK3beta inhib: 4	KCNK3 inh: -9*	hERG protect: -7	KCNK9 block: i	PolyA inh: i

Cc1ccnc(NS(=O)(=O)c2ccc(NC(=O)c3cncc(Br)c3)cc2)n1
  RGS4 act: i	GSK3A inh: 3	Dyrk1A ADPGlo: x	KCNQ1 pot: i	RGS4 block: i	KCNQ1 inh: i	GSK3beta inhib: -4	KCNK3 inh: i	hERG protect: -7	KCNK9 block: i	PolyA inh: i

(further entries)
Order of results – RGS4 act, GSK3A inh, Dyrk1A ADPGlo, KCNQ1 pot, RGS4 block, KCNQ1 inh, GSK3beta inhib, KCNK3 inh, hERG protect, KCNK9 block, PolyA inh
- O=C(Nc1ccc(Br)cc1)C1CCCC1
 : i, 1, 8, i, i, i, -3, i, -4, i, i
- CCc1nccn1S(=O)(=O)c1ccc(OC)c(C)c1C
 : i, 1, -7, i, i, i, -1, i, -1, i, i
- COC(=O)c1nn(-c2ccccc2)c(Cl)c1/C=N/O
 : i, 3, 0, i, i, i, 2, i, -20, i, i
- COC(=O)c1ccc(S(=O)(=O)N(C2CCCCC2)C2CCCCC2)n1C
 : i, -2, 2, i, i, i, 1, i, -2, i, i
- COC(=O)c1ccc2nc(Nc3nc4c(F)cc(F)cc4s3)sc2c1
 : i, -1, 2, i, i, i, 2, i, -4, i, i
- CCOC(=O)c1ccc(NC(=O)CSc2ccc(-c3ccccn3)nn2)cc1
 : i, 2, -7, i, i, i, -5, i, -5, i, i
- O=C(CNC(=S)N(Cc1ccccc1F)C1CCCCC1)NC1CC1
 : i, -3, 7, i, i, i, -2, i, -7, i, i
- CCCCSc1cc(=O)[nH]c(N)n1
 : i, -2, 3, i, i, i, -2, i, -13, i, i
- O=C(NCC(=O)N1CCN(c2ccccc2)CC1)c1ccc(Cl)cc1
 : i, -1, -2, i, i, i, 2, i, -6, i, i
- C=CCSc1nc(N)c2c3c(sc2n1)CN(C)CC3
 : i, 6, 15, i, i, i, 0, i, -7, i, i
- O=C(O)c1ccc(Oc2ccc(C(F)(F)F)cn2)cc1
 : i, -1, 2, i, i, i, -2, i, -3, i, i
- COc1ccc(C)cc1S(=O)(=O)N(CC(=O)O)c1ccc(F)cc1
 : i, 1, -11, i, i, i, 0, i, -8, i, i
- CCOc1ccccc1-c1nc(-c2ccc(NC(=O)c3ccc(Br)o3)cc2)no1
 : i, 0, x, i, i, i, 1, x, -4, i, i
- Cc1ccc(NC(=S)NC(=O)C2CCC2)cc1C
 : i, 2, -3, i, i, i, -4, i, -6, i, i
- COc1cccc(CC2(CO)CCN(Cc3cn(C)nc3C)CC2)c1
 : i, -2, 15, i, i, i, -2, i, -18, i, i

Copied from the listing, 4 compounds:
Order of results – RGS4 act, GSK3A inh, Dyrk1A ADPGlo, KCNQ1 pot, RGS4 block, KCNQ1 inh, GSK3beta inhib, KCNK3 inh, hERG protect, KCNK9 block, PolyA inh
- COC(=O)c1nn(-c2ccccc2)c(Cl)c1/C=N/O
 : i, 3, 0, i, i, i, 2, i, -20, i, i
- COC(=O)c1ccc(S(=O)(=O)N(C2CCCCC2)C2CCCCC2)n1C
 : i, -2, 2, i, i, i, 1, i, -2, i, i
- COC(=O)c1ccc2nc(Nc3nc4c(F)cc(F)cc4s3)sc2c1
 : i, -1, 2, i, i, i, 2, i, -4, i, i
- CCOC(=O)c1ccc(NC(=O)CSc2ccc(-c3ccccn3)nn2)cc1
 : i, 2, -7, i, i, i, -5, i, -5, i, i

Later entries.
Order of results – RGS4 act, GSK3A inh, Dyrk1A ADPGlo, KCNQ1 pot, RGS4 block, KCNQ1 inh, GSK3beta inhib, KCNK3 inh, hERG protect, KCNK9 block, PolyA inh
- C/C(=N\NC(=O)c1cccnc1)c1ccc(C)c([N+](=O)[O-])c1
 : i, -3, -2, i, i, i, -3, i, -9, i, i
- NC1=NC(c2ccc(Br)cc2)n2c(nc3ccccc32)N1 (stereo not drawn)
 : i, 1, 6&-1, i, i, i, -4, i, 0, i, i
- CCOc1ccc(CCNC(=O)COC(=O)Cc2ccc(OC)c(OC)c2)cc1OCC
 : i, 0, -4, i, i, i, -4, i, -15, i, i
- COc1ccc(C2CC(=O)Oc3c(C(CCN4CCCCC4)c4ccc(N(C)C)cc4)c(OC)cc(OC)c32)cc1 (stereo not drawn)
 : i, -2, 5, i, i, i, 4, i, -10, i, i
- COc1c(CC=C(C)C)cc(C2CC(=O)c3c(O)cc(O)cc3O2)cc1CC=C(C)C (stereo not drawn)
 : -8.3*, -1, 3, i, i, 8*, 1, i, -13, i, i
- CCC(C)NC(=O)C1CC(=O)N(CCc2ccc(F)cc2)C1 (stereo not drawn)
 : i, 5, 2, i, i, i, 0, i, -3, i, i
- CC(=O)Nc1ccc(NC(=O)Cn2cc3c(n2)CCCC3)cc1
 : i, -1, 5, i, i, i, 0, i, -7, i, i
- COc1ccc(Cl)cc1NC(=O)C1CSC(c2ccncc2)=N1 (stereo not drawn)
 : i, 1, 28, i, i, i, -1, i, -15, i, i
- CC(=O)Nc1ccc(C(=O)/C=C/c2ccco2)cc1
 : i, -1, 2, i, i, i, 1, i, -2, i, i
- O=C(O)CN1C(=O)COc2cc(S(=O)(=O)N3CCCC3)ccc21
 : i, -1, 5, i, i, i, 0, i, -7, i, i
- O=C1C2=C(c3ccccc31)[N+](=O)[C@@H]1CCCC[C@@H]1N2[O-]
 : i, -1, 3, i, i, i, 2, i, 4, i, i
- COCCN(C(=O)Cc1cccs1)C(C(=O)NCc1ccc(OC)cc1)c1ccc(C(C)C)cc1 (stereo not drawn)
 : -7*, -3, -2, i, i, i, -3, i, -11, i, i
- COc1ccccc1N(CC(=O)NCCc1ccccc1)C(=O)CCC(=O)Nc1nccs1
 : i, 2, 1, i, i, i, 0, i, -2, i, i
- Cc1cccc(OCC(=O)NCC(=O)N=Nc2c(O)[nH]c3ccc([N+](=O)[O-])cc23)c1
 : i, 1, 13, i, i, i, 4, i, -6, i, i
- COc1ccccc1CN(Cc1ccco1)S(=O)(=O)c1ccc(-n2cnnn2)c(OC)c1
 : i, -1, -6, i, i, i, -5, i, -5, i, i

(listing goes on)
Order of results – RGS4 act, GSK3A inh, Dyrk1A ADPGlo, KCNQ1 pot, RGS4 block, KCNQ1 inh, GSK3beta inhib, KCNK3 inh, hERG protect, KCNK9 block, PolyA inh
- Cc1ccc(NC(=O)CCc2ccc(C)o2)c(Br)c1
 : i, 1, -4, i, i, i, x, i, -5, i, i
- CC(C)(C)Nc1nc(Nc2ccc([N+](=O)[O-])cc2)nc(NC(C)(C)C)n1
 : i, 1, 2, i, i, 8*, -3, -11*, -11, -13*, i
- COc1ccc(CCN2C(=O)CC(Nc3ccc(N4CCOCC4)cc3)C2=O)cc1OC (stereo not drawn)
 : i, -4, 7, i, i, i, 1, i, -14, i, i
- COC(=O)/C=C1/S/C(=N/NC(=O)c2ccccc2C)NC1=O
 : i, -1, 2, i, i, i, 1, i, -12, i, i
- CC(C)CN1CC(C(=O)O)CC1=O (stereo not drawn)
 : i, -3, -6, i, i, i, 0, i, -4, i, i
- O=C(COc1ccc(Cl)cc1)NC1=NN(c2ccccc2)C(=O)C1
 : i, 1, x, i, i, i, -6, i, -4, i, i
- COc1cc(C2OC(=O)c3ccccc3S2)cc(OC)c1OC (stereo not drawn)
 : i, -4, x, i, i, i, -1, i, -3, i, i
- N#Cc1ncc(-c2ccc3c(c2)OCCOCCOCCOCCOCCO3)nc1C#N
 : i, 8, -10, i, i, i, -1, i, -6, i, i

High-throughput results (PubChem BioAssay)

Some of the compounds tested, so the mix of outcomes need not match the whole.
